High-throughput results: PubChem BioAssay, Broad Institute
ARNT-TACC3 inh – ARNT/TACC3 interaction disruption; Q9Y6A5; AlphaScreen His-ARNT PAS-B/GST-TACC3 binding, luminescence; TACC3 fragment carries E629A point mutation; inhibition, % at 9.99 µM; 0.66% of 390,000 active; AID 623870;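 active means mean inhibition of replicates at least 50% and at least half of replicates each reaching 50%; inconclusive means half or more replicates reach 50% but mean below 50%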;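 further: 0% = complete ARNT plus TACC3 wells and 100% = ARNT alone without TACC3; many hits fall short of the cut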
PAX8 reporter – lowers PAX8-driven luciferase in RMG-I cells | inhibition, % at 12.6 µM | 1.2% of 360,000 active | RMG-I TPO-luciferase reporter, SteadyGlo, 24 h | AID 652154;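 active means mean replicate inhibition at least 60% with every replicate also reaching 60%; inconclusive means only one of the two criteria is met; inactive means mean below 60% and not all replicates reaching 60%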;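 further: luciferase light reporting Pax8 driven TPO promoter activity; plate controls were median of neutral control wells for no effect and mitoxantrone controls for full effect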
DENV2 CPE – protects cells from dengue virus 2 cytopathic effect. DENV2-infected cells, cytopathic effect rescue, plate reader. CPE inhibition, % at 9.99 µM. 1.7% of 350,000 active; in the data active means CPE inhibition above about 20%, passing the limit was not always enough; inconclusive means no clear call, values can overlap the other calls; tested in BHK-21 cells;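 further: 0% = median of neutral control wells and 100% = median of positive control wells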
XiGFP reactiv – reactivates the inactive X chromosome in mouse fibroblasts; activation, % at 7.58 µM; XiGFP mouse fibroblasts, % GFP-positive cells imaging, 3 d; cells co-treated with 5-aza-dC sensitizer; scaled so ellipticine positive control = 100%; AID 743238; 0.055% of 360,000 active;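 active means mean normalized replicate activation at least 10% and every replicate at or above 10%; inconclusive means only one of the two criteria met; inactive means mean below 10% and not all replicates reach 10%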;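 further: 0% = median of on-plate neutral control wells and 100% = ellipticine 6 µM median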
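Material: XiGFP fibroblasts, SV40-immortalized; Buffer or medium: DMEM containing 5-aza-dC; Compound dosing: single point; Times: 3 days compound exposure.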
EWS-Fli block – EWS/Fli transcriptional activity inhibition; inhibition, % at 12.6 µM; AID 651661; A673 NR0B1-luciferase reporter, viability-normalised; 0.67% of 350,000 active;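 active means mean inhibition of at least 50% after viability correction, with every replicate also passing that limit; inconclusive means mean reaches 50% but only one of two replicates passes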;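 further: firefly luciferase signal divided by Alamar Blue viability fluorescence both relative to DMSO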
ERp5 inh – inhibitors of human ERp5. ERp5 insulin aggregation, absorbance 650 nm, 90 min. inhibition, % at 9.99 µM. 0.05% of 350,000 active. AID 651711;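 active means mean replicate inhibition above about 25%, with every replicate also reaching it, limit read from the data, passing the limit was not always enough; inconclusive means only one of those two criteria met; inactive means neither criterion met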
Target sequence (Q15084 whole entry, looked up): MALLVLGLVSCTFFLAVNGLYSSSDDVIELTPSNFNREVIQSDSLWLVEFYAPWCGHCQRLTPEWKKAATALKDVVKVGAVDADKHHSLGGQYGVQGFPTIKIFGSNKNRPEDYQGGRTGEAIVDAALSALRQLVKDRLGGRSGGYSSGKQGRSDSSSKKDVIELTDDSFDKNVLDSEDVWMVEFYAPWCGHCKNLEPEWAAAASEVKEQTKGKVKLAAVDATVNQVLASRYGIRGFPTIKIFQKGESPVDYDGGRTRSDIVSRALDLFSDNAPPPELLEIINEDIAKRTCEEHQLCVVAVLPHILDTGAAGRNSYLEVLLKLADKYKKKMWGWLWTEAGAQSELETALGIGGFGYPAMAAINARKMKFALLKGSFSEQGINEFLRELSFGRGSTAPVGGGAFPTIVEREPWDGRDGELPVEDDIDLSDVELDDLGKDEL
INS-1E GSIS act – GLuc luminescence reporter in INS-1E cells, primary screen for activators of glucose-dependent secretion of insulin. INS-1E GLuc reporter insulin secretion, 2-3 h. activation, % at 16.6 µM. 0.61% of 370,000 active. AID 743287;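 active means lowest replicate activation of at least 40%, so every replicate reaches that level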;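 further: 0% = median of neutral control wells and 100% = median of IBMX positive control wells; some compounds called inactive have numbers as strong as hits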
F508del corr – correctors of CFTR F508del function in bronchial epithelial cells | CFBE cells, YFP halide quenching; stimulated with forskolin plus potentiator P3; % fluorescence drop versus neutral controls | activity (quench increase), % at 7.58 µM | 0.36% of 350,000 active | AID 720511;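 active means mean added fluorescence quench of at least 8% versus neutral control, with both replicates also reaching 8%; inconclusive means only one of the mean or replicate conditions met; inactive means mean below 8% and not both replicates reaching 8%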;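 further: cells transiently co-express mutant CFTR-F508del with the halide-sensitive YFP; corrector assay measuring rescue of mutant channel to the surface after 24 h compound exposure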
* marks the source's active call; other numbers are inactive results; ? = inconclusive; . = not tested or not shown; & = joins results of further samples; ! = a repeat was not active.

SMILES	ARNT-TACC3 inh	PAX8 reporter	DENV2 CPE	XiGFP reactiv	EWS-Fli block	ERp5 inh	INS-1E GSIS act	F508del corr
COC(=O)NNC(=S)Nc1ccc(Br)cc1	-16	5	15	0.1	-3	-3	0	-0.3
COCCCNc1nc2ccccc2nc1NS(=O)(=O)c1ccc(Cl)cc1	0	-3	7	0.1	-1	4	-43	-1.7
Cc1ccc(S(=O)(=O)N(C)C[C@@H]2Oc3ccc(NS(=O)(=O)c4ccc(F)cc4)cc3CC(=O)N([C@H](C)CO)C[C@@H]2C)cc1	-6	-6	-11	-1.0	4	-6	-12	0.7
Cc1cc(C)n(CCNC(=O)[C@H]2O[C@@H](n3ccc(N)nc3=O)[C@H](O)[C@@H]2O)n1	.	-5	3	.	10	-4	5	0.5
COc1cccc(C(=O)Nc2ccc3c(c2)C(=O)N(C)[C@@H]2CC[C@H](CC(=O)NCc4ccc(F)cc4)O[C@H]2CO3)c1	-1	18	.	0.0	10	.	-17	-2.1
CC(C)CC(=O)Nc1nnc(SCC(=O)NC2CCCC2)s1	.	-31	19	0.2	-3	-7	121*	0.1
Cc1ccc(S(=O)(=O)N(C)C[C@H]2Oc3ccc(NC(=O)Nc4c(C)noc4C)cc3C(=O)N([C@@H](C)CO)C[C@H]2C)cc1	-16	-6	-7	0.9	3	-1	6	-1.3
COC(=O)c1ccccc1NC(=O)[C@@H]1CCC(=O)N1C1OC(=O)c2c1ccc(OC)c2OC (some centres not stated)	0	.	5	.	6	-7	.	-2.8
C[C@@H]1CN([C@@H](C)CO)C(=O)c2cc(NS(=O)(=O)c3cccs3)ccc2O[C@@H](C)CCCCO[C@@H]1CN(C)C(=O)c1ccncc1	-13	-25	-3	0.1	-2	0	13	0.5
O=C(/C=C/c1ccc2c(c1)OCO2)N1CCN(c2ccccc2F)CC1	-23	0	-2	0.0	14	0	-37	.
CCN(c1ccccc1)S(=O)(=O)c1cc(NC(=O)CSc2n[nH]c(=O)[nH]c2=O)ccc1Cl	-65	9	-2	0.0	2	-2	-1	-2.7
CC(C)C1Oc2ccccc2N(CC(=O)NCCCN2C(C)CCCC2C)C1=O (configuration not stated)	-17	.	2	.	-8	2	7	0.7
FC(F)(F)c1cc(CCN2C(=S)NC[C@@H]2c2ccccc2)cc(C(F)(F)F)c1	.	-21	.	0.0	-9	9	-61	-0.7
C[C@H](CO)N1C[C@H](C)[C@H](CN(C)S(=O)(=O)c2ccc(Oc3ccccc3)nc2)OCc2cnnn2CCCC1=O	14	-5&46	?	0.0&0.2	-8&-4	-4&2	-3&4	-2.2&-2.1
CSc1cccc(NC(=S)N2CCC(c3ccccc3)C2)c1 (configuration not stated)	-5	-85	0	0.0	-22	3	-14	.
CCc1cc(C(=O)N/N=C/c2c(C)[nH]c3ccccc23)cs1	-20	10	.	0.2	.	.	-13	.
CN(C)C(=O)C[C@@H]1CC[C@@H]2[C@H](COc3ccc(NC(=O)c4cnccn4)cc3C(=O)N2C)O1	10	-18	.	-0.1	-6	6	4	-2.2
Cc1ccc(OCC(=O)NNC(=O)CCc2ccccc2)c(Br)c1	-15	-15	0	0.0	-5	0	13	-3.2
Nc1nc(SCC(=O)c2cccc([N+](=O)[O-])c2)n[nH]1	.	-13	1	0.0	6	4	1	-1.4
O=C(NCCN1CCCCCC1)C1CCC(CNS(=O)(=O)c2cccc3cccnc23)CC1 (configuration not stated)	-2	-6	2	0.8	-3	-2	3	-3.0
CC1=C(C(=O)O)CC(S(=O)(=O)O)C1(C)C (configuration not stated)	-2	14	19	0.1	-9	7	-1	0.6
CCCCCN(C(=O)CCC(=O)OCC(=O)N(C)c1ccccc1)c1c(N)n(CCCC)c(=O)[nH]c1=O	-5	12	?	0.0	-9	-4	2	2.4
O=C(NC(=S)N1CCN(c2ccccn2)CC1)c1ccccc1	-1	8	.	0.3	.	.	15	.
CC(Nc1nc(-c2cccnc2)nc2ccccc12)c1ccccc1 (configuration not stated)	.	-9	0	-0.1	-10	3	5	1.3
O=C1CCCN1CCC1CCN(C(=O)Nc2ccccc2)CC1	-11	.	.	.	1	-1	11	-0.9

Single records (already shown). Order of values: ARNT-TACC3 inh	PAX8 reporter	DENV2 CPE	XiGFP reactiv	EWS-Fli block	ERp5 inh	INS-1E GSIS act	F508del corr
CSc1cccc(NC(=S)N2CCC(c3ccccc3)C2)c1 (configuration not stated) in the list: -5	-85	0	0.0	-22	3	-14	.
FC(F)(F)c1cc(CCN2C(=S)NC[C@@H]2c2ccccc2)cc(C(F)(F)F)c1 in the list: .	-21	.	0.0	-9	9	-61	-0.7
COC(=O)NNC(=S)Nc1ccc(Br)cc1 in the list: -16	5	15	0.1	-3	-3	0	-0.3

(next part)
SMILES	ARNT-TACC3 inh	PAX8 reporter	DENV2 CPE	XiGFP reactiv	EWS-Fli block	ERp5 inh	INS-1E GSIS act	F508del corr
O=C(NNC(=O)C1CC1)Nc1ccc(Cl)cc1	14	.	2	0.1	-17	-13	3	-1.5
CNc1nc(N)c([N+](=O)[O-])c(Nc2ccccc2OC)n1	4	44	-2	0.0	-14	1	5	-5.7
Cc1ccc(S(=O)(=O)Nc2ccc(C(=O)NCCCn3ccnc3)cc2)cc1[N+](=O)[O-]	-5	-28	5	0.2	1	-8	44*	-1.3
COc1cccc(NC(=S)N2CCN(c3ccccn3)CC2)c1	-4	-38	.	0.2	.	.	3	.
COc1ccc(S(=O)(=O)Nc2ccc3c(c2)C(=O)N([C@H](C)CO)C[C@@H](C)[C@@H](CN(C)C)OCCCC[C@@H](C)O3)cc1	-14	13	4	0.4	.	3	4	1.3
C[C@@H]1CN([C@@H](C)CO)C(=O)c2cc(C#CCc3ccccc3)cnc2O[C@H]1CN(C)C(=O)C1CCC1	3	4	5	-0.8	21	4	49	-2.7
Cc1cccc(C)c1NC(=O)C1(C)CSCC(=O)N1CCC(C)C (configuration not stated)	.	-25	-7	0.0	4	-1	-14	-1.9
COCCNc1ncnc2c1ncn2[C@H]1CN(Cc2ccc(F)cc2)C[C@@H](CO)O1	.	-1	40*	-0.1	-18	6	30	0.7
COC(=O)c1cccc(/C=N/NC(N)=S)c1O	67*	-8	0	5.7	5	1	35	2.7
CCN(Cc1ccccc1)S(=O)(=O)c1ccc2c(c1)NC(=O)CS2	2	24	-5	0.0	.	-2	-12	-0.7
COc1ccc(CCNC(=O)c2c(O)c3ccccc3[nH]c2=O)cc1OC	-10	-3	2	0.0	-4	7	-2	4.4
O=C(NCCCn1ccnc1)/C(=C/c1cccnc1)NC(=O)c1ccco1	25	11	-1	0.0	8	-2	.	-2.1
C[C@@H]1CCCCO[C@@H](CN(C)Cc2ccc(C(=O)O)cc2)[C@H](C)CN([C@H](C)CO)C(=O)c2cc(NS(C)(=O)=O)ccc2O1	-8	0	-8	-0.1	7	6	8	0.1
COc1ccc(CN(C)C[C@H]2OCCCC[C@@H](C)Oc3ccc(NS(C)(=O)=O)cc3C(=O)N([C@@H](C)CO)C[C@H]2C)cc1	-3	-29	9	0.0	-3	6	3	-0.7
COc1ccc(CN(C)C[C@@H]2OCCCC[C@@H](C)Oc3ccc(NS(C)(=O)=O)cc3C(=O)N([C@@H](C)CO)C[C@H]2C)cc1	1	-13	-3	-1.3	-3	-2	6	-1.7
Cc1ccc(N2CC(C(=O)Nc3nc4ccc(S(C)(=O)=O)cc4s3)CC2=O)cc1C (configuration not stated)	.	-9	-7	0.0	1	1	-4	1.4
CCOc1cc(C(=S)N2CCOCC2)cc(Br)c1OS(=O)(=O)c1ccccc1	24	7	-7	0.2	17	3	0	-2.0
C[C@@H]1CCCCO[C@@H](CN(C)S(=O)(=O)c2ccccc2)[C@@H](C)CN([C@@H](C)CO)C(=O)c2cc(NC(=O)c3ccncc3)ccc2O1	-1	2	-12	0.2	2	6	7	1.1
O=C(CCc1nnc(CCc2ccccc2)o1)N1CCCCC1CCn1cccn1 (configuration not stated)	-2	-54	.	0.2	.	.	-4	.
Cc1c(CC(=O)O)c(=O)oc2cc(OCc3ccc(F)cc3F)ccc12	-4	11	0	0.0	20	-8	15	-4.5
COC(=O)c1ccc(Cn2cc(Cl)cn2)o1	-7	-5	-6	0.0	12	0	.	-1.3
COc1ccc(C(=O)NCC(c2cccs2)N2CCc3ccccc32)cc1OC (configuration not stated)	11	14	-8	0.0	7	5	27	1.8
C[C@@H]1CN([C@H](C)CO)C(=O)Cc2cc(NS(=O)(=O)c3cccs3)ccc2O[C@H]1CN(C)S(=O)(=O)c1ccc(Cl)cc1	0	-24	-5	-1.2	-3	2	4	-1.0
COc1ccccc1NS(=O)(=O)c1ccc(O)c(C(=O)OCC(=O)Nc2ccccc2F)c1	-1	-2	3	0.0	17	1	-16	1.6
CC(=O)c1c(C)nn(-c2ccccc2)c1C	-4	-3	-2	0.0	-11	-8	10	1.5

Next part:
SMILES	ARNT-TACC3 inh	PAX8 reporter	DENV2 CPE	XiGFP reactiv	EWS-Fli block	ERp5 inh	INS-1E GSIS act	F508del corr
COc1cc(C(=O)NC(=S)Nc2ccc(Cl)cn2)cc(OC)c1OC	-6	-8	14	0.1	.	2	11	0.7
C[C@@H]1CN([C@H](C)CO)C(=O)CCCn2cc(nn2)CO[C@H]1CN(C)Cc1ccc(Oc2ccccc2)cc1	2	.	11	0.1	3	-6	4	0.5
COc1cc(OC)c(OC)cc1/C=C1/C(=O)N=C(N)N1C	-2	13	6	0.5	-7	3	1	-4.7
Cc1cc(N/N=C/c2cccc(Br)c2)nc2ccccc12	-2	-73	.	0.0	.	.	7	.
Nc1ccc2nn(-c3cc([N+](=O)[O-])ccc3O)nc2c1	0	-10	5	0.0	6	-7	4	0.7
O=C(CN1C(=O)NC(c2ccccc2)(c2ccccc2)C1=O)N1CCN(c2ccc(F)cc2)CC1	-1	10	7	0.0	-8	1	-40	-5.7
Cc1nn(-c2ccccc2)c(Cl)c1C(=O)NC1CCCCC1	-6	3	9	0.0	-7	-2	10	-1.7
C[C@@H]1CN([C@@H](C)CO)C(=O)c2cc(Br)cnc2O[C@@H]1CN(C)S(C)(=O)=O	.	5	32*!	0.1&0.1	-6	-1&3	2&17	-3.1&-3.0
COc1cc(C)ccc1OCCCCOc1ccccc1C(C)=O	-7	-4	-7	0.0	-4	6	-14	.
COCC#Cc1ccc2c(c1)O[C@H](CN(C)C(=O)CN(C)C)[C@H](C)CN([C@@H](C)CO)S2(=O)=O	-8	.	1	-0.3	1	-1	6	-1.4

Two entries from above in a different format.
COc1cc(C(=O)NC(=S)Nc2ccc(Cl)cn2)cc(OC)c1OC
  ARNT-TACC3 inh = -6	PAX8 reporter = -8	DENV2 CPE = 14	XiGFP reactiv = 0.1	EWS-Fli block = .	ERp5 inh = 2	INS-1E GSIS act = 11	F508del corr = 0.7
C[C@@H]1CN([C@H](C)CO)C(=O)CCCn2cc(nn2)CO[C@H]1CN(C)Cc1ccc(Oc2ccccc2)cc1
  ARNT-TACC3 inh = 2	PAX8 reporter = .	DENV2 CPE = 11	XiGFP reactiv = 0.1	EWS-Fli block = 3	ERp5 inh = -6	INS-1E GSIS act = 4	F508del corr = 0.5
